# GLS inhibitor: inhibitors of human glutaminase (GLS). O94925. AID 624170. Potency, µM (series often up to 45.5 µM), for inactives: at the top dose activity change, negative = inhibition, usual class: inhibitors. 410,000 tested, 0.21% active. GLS enzymatic activity, qHTS titration; note: potency is the fitted concentration of half-maximal effect; % is set by controls: 0 for no effect and ±100 for the full control effect
#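 Assay buffer: 45 mM KH2PO4 pH 8.2, 0.02% Tween-20. hKGA acts on L-glutamine (1 mM solution added); product glutamate is reported by an oxidase/peroxidase Amplex Red coupling, with fluorescence taken at baseline and 30 min.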
# HP1b binding inh: HP1-beta chromodomain-methylated histone interaction inhibition | Potency, µM (series often up to 114 µM), for the others: at the top dose activity change, negative = inhibition, hits mostly inhibitors | 390,000 tested, 0.56% active | AlphaScreen HP1-beta / biotin-H3K9me3 peptide binding; note: potency is the fitted concentration of half-maximal effect; nearly all actives have a fitted effect of over 70% in size; inactives centre near 23
# Target sequence (P83916 whole entry, looked up): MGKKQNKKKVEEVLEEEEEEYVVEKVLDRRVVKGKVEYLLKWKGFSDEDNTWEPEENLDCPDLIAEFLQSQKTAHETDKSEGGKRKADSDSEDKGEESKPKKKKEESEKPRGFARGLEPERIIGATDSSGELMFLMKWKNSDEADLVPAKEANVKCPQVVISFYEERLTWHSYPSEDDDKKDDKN
#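 HP1-beta protein (50 nM final) preincubated 30 min at room temperature with biotinylated H3(1-18)K9me3 peptide (50 nM) in PBS pH 7.4, 0.01% Tween-20, then compound added for 30 min. AlphaScreen streptavidin donor/nickel chelate acceptor beads (10 ug/mL final), 30 min dark, luminescence read.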
# PI4K2A inh: PI4K2A (human) kinase inhibition. Q9BTU6. purified PI4K2A, ADP-Glo luminescence, 1 h; hits give low values. activity change, negative = inhibition, % at 76.9 µM. 420,000 tested, 0.13% active. AID 1346378; in the data active = activity change below about -50%; inconclusive = mostly about -30% to -49%;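 note: -100% = wells without enzyme as full effect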
#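 In this quantitative HTS, ADP production by PI4K2A was quantified luminescently after 1 h at ambient temperature; 100 microM adenosine served as plate-quality control.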
# ERG-DNA inh: ERG Ets/DNA interaction inhibition; P11308; fluorescence polarization, His-ERG Ets domain / labelled DNA; Potency, µM (highest dose often 76.9 µM), for the others: at the top dose FP activity, negative = inhibition, usual class: inhibitors; 370,000 tested, 0.028% active; active = well fitted inhibition curve with a large enough effect in the polarisation, with a control signal flat; inconclusive = small, poorly fitted or top-dose-only effect, or effect the other way, or a change in a side signal; inactive = no such curve, though single readings can be large or run the other way; the % refers to the polarisation;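 note: polarization taken with two DNA probes labelled with fluorescein and Texas red; potency is the fitted concentration of half-maximal effect; % of control where 0% means no effect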
# Target sequence (P11308 whole entry, looked up, the tested form may be a part): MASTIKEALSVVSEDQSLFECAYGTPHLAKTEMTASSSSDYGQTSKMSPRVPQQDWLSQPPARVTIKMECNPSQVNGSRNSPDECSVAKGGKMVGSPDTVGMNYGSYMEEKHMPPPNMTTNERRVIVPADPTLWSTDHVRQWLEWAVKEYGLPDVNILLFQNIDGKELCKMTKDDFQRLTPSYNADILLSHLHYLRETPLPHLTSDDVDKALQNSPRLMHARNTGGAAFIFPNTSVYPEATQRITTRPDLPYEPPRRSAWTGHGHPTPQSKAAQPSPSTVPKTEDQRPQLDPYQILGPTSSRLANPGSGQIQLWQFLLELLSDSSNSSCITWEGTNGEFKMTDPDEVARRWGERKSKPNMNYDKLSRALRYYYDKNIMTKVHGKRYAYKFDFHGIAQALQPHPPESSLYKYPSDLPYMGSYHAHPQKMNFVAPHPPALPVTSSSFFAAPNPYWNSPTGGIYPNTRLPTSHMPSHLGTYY
#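 His-tagged ERG Ets domain (1 uM in the protein solution; 300mM KCl, 50mM Tris-HCl, 1mM EDTA, 1mM DTT, pH 7.5) received compound, then a probe mix of 5 nM fluorescein-DNA and 100nM Texas-615-DNA. Fluorescence polarization was read for both dyes.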
# JMJD2A Tudor inh: JMJD2A Tudor domain (human) inhibition | AlphaScreen JMJD2A-Tudor / H3K4me3 peptide binding | Potency, µM (highest dose often 114 µM), without a hit: at the highest dose activity change, negative = inhibition, hits mostly inhibitors | 390,000 tested, 4.4% active; note: potency is the fitted concentration of half-maximal effect; % is set by controls: 0 for no effect and ±100 for the full control effect; nearly all actives have a fitted effect of over 50% in size
# G9a inh: G9a (human) methyltransferase inhibition | G9a H3K9 monomethylation, AlphaScreen, 2 h | Q96KQ7 | AID 504332 | 350,000 tested, 8.8% active | Potency, µM (highest dose often 102 µM), without a hit: at the top dose activity, negative = inhibition, usual class: inhibitors; note: potency is the fitted concentration of half-maximal effect; % is set by controls: 0 for no effect and ±100 for the full control effect; nearly all actives have a fitted effect of over 75% in size
#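 Enzyme 20 nM + cpd, 15 min RT; add b-H3K9 pep 500 nM / SAM 20 uM; 2 h RT; anti-H3K9me1 Ab 0.5 ug/mL + SA donor / anti-rabbit acceptor beads 20 ug/mL each, 10 min; AlphaScreen read.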
# BAZ2B block: inhibitors of human BAZ2B bromodomain | Q9UIF8 | AlphaScreen BAZ2B-H3K14Ac peptide displacement | Potency, µM (top dose mostly 114 µM), for inactives: top-dose activity change, negative = inhibition, actives largely listed as inhibitors | 360,000 tested, 4.4% active; note: potency is the fitted concentration of half-maximal effect; % is set by controls: 0 for no effect and ±100 for the full control effect; nearly all actives have a fitted effect of over 60% in size
#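 Multi-concentration screen (max 110 uM) measuring displacement of acetylated histone H3 peptide from BAZ2B by AlphaScreen, using 50 nM protein, 50 nM peptide and 10 ug/mL streptavidin donor plus Ni-chelate acceptor beads.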
# ALOX12 inh: inhibitors of human 12S-lipoxygenase ALOX12; P18054; purified 12hLO, xylenol orange hydroperoxide absorbance; Potency, µM (doses to about 108 µM), for the others: at the top dose activity change, negative = inhibition, actives largely listed as inhibitors; 580,000 tested, 1.1% active; AID 1671190; note: potency is the fitted concentration of half-maximal effect; % is set by controls: 0 for no effect and ±100 for the full control effect
#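 Purified human 12hLO at 150 nM in 25 mM Hepes, 0.01% Triton X-100, pH 7.0, preincubated 15 min at room temperature with compound. Reaction started with 40 uM arachidonic acid, 30 min at room temperature. Hydroperoxide measured by Fe-xylenol orange, 573/405 nm absorbance ratio.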
# RGS4 inhibitor: blocks human RGS4-accelerated GTP hydrolysis; P49798; Transcreener GDP fluorescence polarization, RGS4-accelerated GTP hydrolysis; Potency, µM (doses to about 114 µM), for the others: at the top dose activity change, negative = inhibition, most hits filed as inhibitors; 390,000 tested, 0.039% active; note: potency is the fitted concentration of half-maximal effect; % is set by controls: 0 for no effect and ±100 for the full control effect; nearly all actives have a fitted effect of over 75% in size; some results filed as inactive show a strong effect at the top dose
#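 MLSMR compounds (23 nl, pin-transferred) preincubated 10 min at room temperature with a 500nM (2x) first reagent, then RGS4 at 900nM (2x) plus Transcreener GDP mix added; fluorescence polarization (620/688 nm) read before and after 90 min at 30 °C.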
# * = called active by the depositor; ? = inconclusive; · = not tested or not shown; & = joins results of further samples; [ ] = another dose, or the depositor's remark. Unless noted, calls come from the whole dose curve; as a rule, active = well fitted curve in the direction sought with a large enough effect; inconclusive = small, poorly fitted or top-dose-only effect, or another doubt; inactive = no such curve, though single readings can be large; an effect the other way counts as inactive or inconclusive. An excerpt (hit frequency here may not be typical).
# Below each compound – GLS inhibitor, HP1b binding inh, PI4K2A inh, ERG-DNA inh, JMJD2A Tudor inh, G9a inh, BAZ2B block, ALOX12 inh, RGS4 inhibitor
1	CCCOc1ccc2nc(NC(=O)OC)[nH]c2c1
→ 4%, ·, -5, ·, ·, -17%, 21%, 0%, ·
2	COc1ccc(C(=O)c2ccccc2)c(O)c1
→ -3%&-2%, 68%[activator], 6&3, -4%, 11%, 5%[12.7 µM], 123%[activator], ?, -2%
3	CCCC(=O)O[C@]1(C(=O)CCl)[C@@H](C)C[C@H]2[C@@H]3CCC4=CC(=O)C=C[C@]4(C)[C@@]3(F)C(=O)C[C@@]21C
→ 10%, 23%, 2&0, 0%, -15%, 10%[59 µM], -23%, -7%, 16%
4	CCOC(=O)c1ccc(NC(=O)c2cc(=O)c3ccc(C)c(C)c3o2)cc1
→ 7%, 5%, -1, 0%, -16%, -25%[59 µM], -4%, 13%&-9%, 23%
5	NC(=O)C[C@@H](N)C(=O)O
→ -4%, ·, ·, ·, ·, 37%[59 µM], ·, 1%, ?
6	O=[N+]([O-])c1cncn1CCN1CCOCC1
→ 4%, 49%[activator], 0&-2, 9%, -1%, ·, ·, -1%, 1%
7	CCOC(=O)c1sc(NC(=O)c2c(-c3ccccc3)c(-c3ccccc3)nn(C)c2=O)nc1C
→ 10%, -7%, -3, ?, ?, ?, -36%, -12%, -14%
8	Cc1cccc(Cc2c(C)nc3c(-c4ccccc4)c(C)[nH]n3c2=O)c1
→ 20%, 29%, 7, 3%, -17%, 20%[59 µM], -10%, 0%, 16%
9	CCN(CCCCOC(=O)c1ccc(OC)c(OC)c1)C(C)Cc1ccc(OC)cc1 (stereo not given)
→ 23%, 27%, -5&1, -6%, -19%, -20%[59 µM], -30%, -20%, -6%
10	CCOc1ccc2nc(N3CCC(C(=O)Nc4ccccc4CC)CC3)sc2c1
→ -1%, 35%, 2, 4%, -11%, -4%[59 µM], -1%, -19%, 7%
11	Cc1nc2c3ccccc3nc(NNC(=O)CCC(=O)N3CCN(c4ccccc4F)CC3)n2n1
→ 5%&14%, 47%&54%[activator], 3&-3, -10%&-2%, -14%&-2%, 6%, -10%&-16%, 5%&-6%, 19%&-8%
12	CC1(C)O[C@@H]2C[C@H]3[C@@H]4C[C@H](F)C5=CC(=O)C=C[C@]5(C)[C@@]4(F)[C@@H](O)C[C@]3(C)[C@]2(C(=O)CO)O1
→ -13%, 32%, -2&3, 14%, -7%, 8%[12.7 µM], -18%, -6%, -6%
13	COc1ccc(-c2cc(C(F)F)nn2-c2ccc(S(N)(=O)=O)cc2)cc1F
→ 9%, ·, -1, ·, ·, -33%[2.33 µM], ·, -12%[22.9 µM], ·
14	COC(=O)N/N=C/c1c[n+]([O-])c2ccccc2[n+]1[O-]
→ -3%, 23%, -2&0, -2%, -15%, -34%[59 µM], -1%, 2%, -8%

# Molecules above that have fluorine:
# Below each compound – GLS inhibitor, HP1b binding inh, PI4K2A inh, ERG-DNA inh, JMJD2A Tudor inh, G9a inh, BAZ2B block, ALOX12 inh, RGS4 inhibitor
3	CCCC(=O)O[C@]1(C(=O)CCl)[C@@H](C)C[C@H]2[C@@H]3CCC4=CC(=O)C=C[C@]4(C)[C@@]3(F)C(=O)C[C@@]21C
→ 10%, 23%, 2&0, 0%, -15%, 10%[59 µM], -23%, -7%, 16%
11	Cc1nc2c3ccccc3nc(NNC(=O)CCC(=O)N3CCN(c4ccccc4F)CC3)n2n1
→ 5%&14%, 47%&54%[activator], 3&-3, -10%&-2%, -14%&-2%, 6%, -10%&-16%, 5%&-6%, 19%&-8%
12	CC1(C)O[C@@H]2C[C@H]3[C@@H]4C[C@H](F)C5=CC(=O)C=C[C@]5(C)[C@@]4(F)[C@@H](O)C[C@]3(C)[C@]2(C(=O)CO)O1
→ -13%, 32%, -2&3, 14%, -7%, 8%[12.7 µM], -18%, -6%, -6%
13	COc1ccc(-c2cc(C(F)F)nn2-c2ccc(S(N)(=O)=O)cc2)cc1F
→ 9%, ·, -1, ·, ·, -33%[2.33 µM], ·, -12%[22.9 µM], ·

# A second format for four compounds above:
(8) Cc1cccc(Cc2c(C)nc3c(-c4ccccc4)c(C)[nH]n3c2=O)c1
(2) COc1ccc(C(=O)c2ccccc2)c(O)c1
(1) CCCOc1ccc2nc(NC(=O)OC)[nH]c2c1
(10) CCOc1ccc2nc(N3CCC(C(=O)Nc4ccccc4CC)CC3)sc2c1

Screen / compound no.	8	2	1	10
GLS inhibitor	20%	-3%&-2%	4%	-1%
HP1b binding inh	29%	68%[activator]	·	35%
PI4K2A inh	7	6&3	-5	2
ERG-DNA inh	3%	-4%	·	4%
JMJD2A Tudor inh	-17%	11%	·	-11%
G9a inh	20%[59 µM]	5%[12.7 µM]	-17%	-4%[59 µM]
BAZ2B block	-10%	123%[activator]	21%	-1%
ALOX12 inh	0%	?	0%	-19%
RGS4 inhibitor	16%	-2%	·	7%
